# From PubChem BioAssay
# CASP6 VEID inh – human caspase-6 inhibitors, primary screen, biochemical, VEID-R110 fluorescence, single point, set 2 | P55212 | purified caspase-6, Z-VEID-R110 cleavage fluorescence | inhibition, % at 12.5 µM | 350,000 tested, 0.53% active | AID 686996, 2013;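 active means mean inhibition across replicates at least about 35%, with every replicate also reaching that limit, limit read from the data; inconclusive means only one of the two criteria met; inactive means neither criterion met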;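 further: 0% = median of neutral control wells and 100% = no fluorescence left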
# Target sequence (P55212 24-179 limits assumed): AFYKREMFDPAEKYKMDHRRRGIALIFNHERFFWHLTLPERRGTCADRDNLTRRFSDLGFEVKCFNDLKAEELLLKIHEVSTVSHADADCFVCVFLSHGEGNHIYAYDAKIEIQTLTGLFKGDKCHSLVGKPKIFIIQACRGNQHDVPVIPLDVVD
# Target sequence (P55212 194-293 limits assumed): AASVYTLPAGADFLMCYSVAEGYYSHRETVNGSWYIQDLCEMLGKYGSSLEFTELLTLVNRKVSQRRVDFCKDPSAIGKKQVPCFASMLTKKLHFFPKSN
# PglD DTNB – C. jejuni PglD acetyltransferase inhibitors, primary screen, biochemical, DTNB colorimetric, single point; inhibition, % at 12.5 µM; purified PglD enzyme, DTNB colorimetric CoA detection; UDP-N-acetylbacillosamine N-acetyltransferase PglD (Campylobacter jejuni); 360,000 tested, 0.098% active; in the data active means inhibition above about 16%, passing the limit was not always enough; inconclusive means no clear call, values can overlap the other calls; further: strong numbers were not always called active
# ERp5 block – inhibitors of ERp5-driven insulin aggregation, primary screen, biochemical, turbidity, absorbance 650 nm, single point. 90 min. AID 651711, 2012. Protein disulfide-isomerase A6 (Homo sapiens), Q15084. inhibition, % at 9.99 µM. 350,000 tested, 0.05% active;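 active means mean replicate inhibition above about 25%, with every replicate also reaching it, limit read from the data, passing the limit was not always enough; inconclusive means only one of those two criteria met; inactive means neither criterion met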
# Target sequence (Q15084 whole entry, looked up): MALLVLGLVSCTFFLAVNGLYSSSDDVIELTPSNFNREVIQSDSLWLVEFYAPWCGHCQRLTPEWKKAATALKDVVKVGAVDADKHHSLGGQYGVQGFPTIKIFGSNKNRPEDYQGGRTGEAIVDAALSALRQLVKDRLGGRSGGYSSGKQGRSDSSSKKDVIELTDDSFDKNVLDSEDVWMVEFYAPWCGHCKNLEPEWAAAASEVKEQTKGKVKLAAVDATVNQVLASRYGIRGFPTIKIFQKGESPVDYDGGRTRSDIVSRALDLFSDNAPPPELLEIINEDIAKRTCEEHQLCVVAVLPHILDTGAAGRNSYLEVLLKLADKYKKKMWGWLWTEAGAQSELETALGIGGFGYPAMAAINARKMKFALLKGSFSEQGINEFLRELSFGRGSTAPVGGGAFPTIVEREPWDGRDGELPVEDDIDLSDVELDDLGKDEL
# RAD52 anneal inh – RAD52 DNA annealing inhibitors, primary screen, biochemical, FRET, single point, set 2; DNA repair protein RAD52 homolog (Homo sapiens), P43351; recombinant RAD52 DNA annealing, FRET fluorescence; inhibition, % at 18.7 µM; 360,000 tested, 0.46% active; AID 651710, 2012;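 active means every replicate showing at least 50% inhibition; inconclusive means mean inhibition at least 50% but not in every replicate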
# RAD54 branch – inhibitors of human RAD54 branch migration, primary screen, biochemical, fluorescence, single point; RAD54 Holliday junction branch migration, FAM/BHQ fluorescence; AID 602329, 2012; inhibition, % at 10.4 µM; DNA repair and recombination protein RAD54-like (Homo sapiens), Q92698; 360,000 tested, 0.14% active;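 active means mean normalized replicate activity at least 40 and at least half of replicates scoring 40 or more; inconclusive means only one of the two criteria met; inactive means mean below 40 and under half of replicates reaching 40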;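 further: 0% = median of neutral control wells and 100% = median of positive control wells; inhibitors cause a drop in the FAM fluorescence signal; in these data hits start at about 50%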
# E-selectin induc – E-selectin induction in HUVECs, primary screen, imaging, HUVEC, immunofluorescence imaging, single point; P16581; normalized: neutral wells 0, TNF-alpha wells 100; activation, % at 7.58 µM; 260,000 tested, 0.37% active; AID 686992, 2013;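 active means mean E-selectin-positive cell signal at least 10% of the positive control, reached in at least 60% of replicates, without over 20% cell loss; inconclusive means no rule given, readout overlaps actives, possibly toxicity-flagged; inactive means the rest, including those meeting only one limit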;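 further: in these data hits start at about 27%; measured in HUVEC primary endothelial cells; signal is the percent of cells scored E-selectin positive by PE staining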
#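 Assay system: HUVEC primary endothelial cells. Input: 3,000 HUVEC seeded per well. Doses: one compound dose added by pin transfer. Read-out basis: % PE-positive cells. Benchmarks: TNF-alpha high, DMSO low. Detection: immunofluorescence imaging. Buffer or medium: EGM-2, gelatin.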
# ARNT TACC3 PPI – disruptors of ARNT/TACC3 protein interaction, primary screen, biochemical, AlphaScreen, single concentration; inhibition, % at 9.99 µM; 390,000 tested, 0.66% active; Transforming acidic coiled-coil-containing protein 3 (Homo sapiens), Q9Y6A5; AID 623870, 2012; AlphaScreen His-ARNT PAS-B/GST-TACC3 binding, luminescence; TACC3 fragment carries E629A point mutation;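 active means mean inhibition of replicates at least 50% and at least half of replicates each reaching 50%; inconclusive means half or more replicates reach 50% but mean below 50%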;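 further: 0% = complete ARNT plus TACC3 wells and 100% = ARNT alone without TACC3; many hits fall short of the cut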
# esBAF inh – Bmi1 luciferase reporter increase in mESCs, primary screen, esBAF inhibitor project, mouse ES cells, Bmi1 luciferase knock-in, single point | reporter increase, % at 12.5 µM | AID 602393, 2012 | 24 h; 100% = twice the neutral-well signal | 350,000 tested, 2% active; in the data active means activation above about 40%; inconclusive means no clear call, values can overlap the other calls;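 further: 0% = median of the plate's neutral control wells and 100% = double that signal; a rise in the Bmi1 reporter signal indicates esBAF inhibition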
# The depositor's hits bear a star; i = inactive; ? = inconclusive; . = no result given.
SMILES,CASP6 VEID inh,PglD DTNB,ERp5 block,RAD52 anneal inh,RAD54 branch,E-selectin induc,ARNT TACC3 PPI,esBAF inh
Cc1cc(N2C3CCC2CC(O)(c2ccc(F)cc2)C3)nc(-c2ccccc2)n1 (centres undefined),.,4,.,.,-9,.,-3,0
Cc1nc2c(C)cccc2c(SC(=N)N)c1CC=C(Cl)Cl,-1,.,-2,-14,.,0.1,-9,.
COc1cc2[nH]c(C(=O)N3CCc4ccccc4C3)cc2c(OC)c1OC,-2,-1,1,-5,5,.,5,10
N=c1n(CCN2CCOCC2)c2ccccc2n1Cc1ccccc1Br,.,0,.,.,1,.,-3,1
O=C(Nc1ncc([N+](=O)[O-])s1)c1cccc([N+](=O)[O-])c1,3,2,3,-12,4,-0.1,-8,-58
C[C@H](CO)N1C[C@H](C)[C@@H](CN(C)Cc2ccccc2F)Oc2ncc(C3=CCCC3)cc2C1=O,-5,0,1,-14,5,0.4,0,10
CC1Cc2ccccc2N1S(=O)(=O)c1ccc(Cl)nc1 (centres undefined),-2,-3,4,-48,-10,.,0,-8
C[C@@H]1CN([C@H](C)CO)C(=O)c2cc(NC(=O)Nc3ccc(C(F)(F)F)cc3)ccc2O[C@@H](C)CCCCO[C@H]1CN(C)S(=O)(=O)c1ccc(F)cc1,0,-4,0,12,-5,.,12,-1
COc1cccc(C2C3=C(N=c4s/c(=C\c5cccc(O)c5)c(=O)n42)c2ccccc2CC3)c1OC (centres undefined),-1,-5,0,-24,5,.,3,.
CNC(=O)c1c[nH]c2ccc(S(=O)(=O)Nc3cccc(SC)c3)cc2c1=O,10,-9,3,-14,0,0.0,3,2
C[C@@H]1ON(C)[C@H]2C[C@H]3c4cc(-c5ccc(F)cc5)ccc4CCN3C[C@@H]12,-10,.,4,48,.,0.0,.,.
CCOC(=O)C1C2C=CC3(CN(CCc4ccccc4)C(=O)C13)O2 (centres undefined),.,5,.,.,-9,.,-31,4
COc1cc(C(=O)NCC(=O)N/N=C/c2ccc(OC(=O)c3ccco3)cc2)cc(OC)c1OC,5,.,0,-2,.,2.0,1,.
CC(C)(C)c1csc(NC(=O)c2c(F)c(F)c(F)c(F)c2F)n1,2,0,6,-5,-5,0.0,.,-20
O=C1c2ccccc2C(=O)N1CCCSc1nc2ccccc2o1,.,3,.,.,-6,.,-1,5
CN(Cc1ccc(C(F)(F)F)cc1)C(=O)C1CC(=O)N(Cc2ccco2)C1 (centres undefined),4,4,4,-20,-8,-0.2,23,-8
Cc1cccc(OCCCN2CCCCCC2)c1,.,-4,.,.,3,.,-2,-7
COCc1cc(C)nc(N)c1C#N,.,4,.,.,3,.,-4,-1
C[C@@H]1CN([C@@H](C)CO)C(=O)c2cccc(NC(=O)Nc3ccc4c(c3)OCO4)c2O[C@H]1CN(C)Cc1ccc(Oc2ccccc2)cc1,3,-6,2,-2,-15,-0.1,-5,11
COc1ccc(N2CCN(C(=O)c3oc4ccccc4c3C)CC2)cc1,2,.,6,-8,.,.,8,.
Cc1c(C2Nc3ccccc3C2C)[nH]c2ccccc12 (centres undefined),-3,.,1,-36,.,-0.1,.,.
O=C(NC1=NCCS1)c1cccc(Br)c1,1,8,1,-4,6,.,-3,48*
O=C(NCc1ccco1)C(=O)NCC1OCCN1S(=O)(=O)c1cc(F)ccc1F (centres undefined),-3,.,-3,-41,.,.,-24,1
CC(C)[C@H](NC(=O)OCc1ccccc1)C(=O)OCC(=O)N1CCN(c2ccc(F)cc2)CC1,-3,2,-3,-14,-9,.,16,-1
C[C@@H]1CCCCO[C@H](CN(C)C(=O)Nc2cccc3ccccc23)[C@@H](C)CN([C@H](C)CO)C(=O)c2cc(NC(=O)Nc3ccc4c(c3)OCO4)ccc2O1,-3,1,13,0,6,0.0,11,-2

# Remaining list, next part.
SMILES,CASP6 VEID inh,PglD DTNB,ERp5 block,RAD52 anneal inh,RAD54 branch,E-selectin induc,ARNT TACC3 PPI,esBAF inh
CCC(=O)N1CC(=O)N2[C@@H](CO)[C@@H](c3ccc(C#CC4CCCC4)cc3)[C@@H]2C1,4,.,5,4,.,-0.1,.,.
O=C(COc1ccc(S(=O)(=O)N2CCCC2)cc1)NCc1ccccn1,-1,-2,3,-7,2,.,-1,1
CCN(CC(=O)Nc1c(F)cccc1F)C(=O)CSc1nc(C)cc(C)n1,1,2,6,-5,14,-0.1,5,10
CCCNC(=O)C[C@H]1CC[C@@H]2[C@@H](COc3ccc(NC(=O)COC)cc3C(=O)N2C)O1,.,0,.,.,-7,0.1,3,-3
Cc1ccc(NC(=O)COC(=O)CC2CC3CCC2C3)cc1S(=O)(=O)N1CCOCC1 (centres undefined),0,-1,0,-28,1,.,-6,-11
Cc1noc(C)c1S(=O)(=O)N1CCC(C(N)=O)CC1,3,-2,-3,-3,-10,-0.8,-7,-2
C[C@H](CO)N1C[C@H](C)[C@@H](CN(C)C(=O)Cc2cccnc2)Oc2ncc(/C=C/c3ccccc3)cc2C1=O,4,3,-1,4,-9,0.1,-1,-8
CC(NC(=O)c1sc2cc([N+](=O)[O-])ccc2c1Cl)C(C)(C)C (centres undefined),0,-4,3,2,-1,.,.,2
CC(C)CC#Cc1cnc2c(c1)C(=O)N([C@H](C)CO)C[C@@H](C)[C@@H](CN(C)C(=O)Nc1cccc(F)c1)O2,0,3,1,24,4,8.3,1,3
CC(Cl)C(=O)NNc1cccc(Cl)n1 (centres undefined),.,-9,.,.,-19,.,-6,1
CC(C)(C)C(=O)NC1CCN(C(=O)N2CCCC2)CC1,.,6,.,.,6,.,-9,1
COc1ccc(C(=O)CN2CCN(S(=O)(=O)c3cccc([N+](=O)[O-])c3)CC2)cc1,-4,.,1,-6,.,.,8,-7
CCOc1ccc2[nH]c(C)c(CN3CCN(C)CC3)c(=O)c2c1,.,-6,.,.,-4,.,-1,-1
C[C@H]1CN([C@@H](C)CO)C(=O)c2cccc(NC(=O)Nc3ccc(F)cc3)c2O[C@@H]1CN(C)S(=O)(=O)c1ccc(F)cc1,.,-10,0,4,2,-0.3,-8,0
COc1ccc(C2C(C(=O)c3sc(C)nc3C)=C(O)C(=O)N2CCCn2ccnc2)cc1OC (centres undefined),.,-2,.,.,-7,.,-1,-2
O=C(Nc1nc2c(Cl)ccc(Cl)c2s1)C1CC1,0,-4,-2,0,3,1.0,4,-10
CC(C)NC(=O)N[C@H]1CC[C@H](CC(=O)NCCN2CCCC2)O[C@@H]1CO,-8,4,1,-10,1,-0.3,20,-5
CCOc1ccc(N2C(=O)CC(Sc3nnnn3-c3ccccc3)C2=O)cc1 (centres undefined),-6,.,-8,-12,.,.,6,.
CO[C@@H]1CN(C)C(=O)c2cc(NC(=O)c3ccno3)ccc2OC[C@@H](C)NC[C@@H]1C,1,-7,0,i,-18,-0.1,5,-4
CCCCCn1c(=O)[nH]c2c(c1=O)CCC2,.,-4,.,.,-1,.,22,10
Cc1ccc(C(=O)NCC(=O)Nc2ccncc2)cc1C,3,0,-2,3,-9,204*,2,0
CC(C)Nc1nc(Cl)nc(Nc2ccccc2)n1,1,-5,1,-10,-6,.,1,61*
CCOCCn1c(-c2ccc(OC)cc2)nc2ccccc21,0,4,3,0,7,2.8,-8,-87
O=C(COc1ccccc1Cl)NC(=S)Nc1cccc(NC(=O)c2ccccc2Cl)c1,-1,-1,4,-33,2,.,-30,8
C[C@H](CO)N1C[C@H](C)[C@@H](CN(C)CC2CC2)Oc2cc(C#CC(C)(C)O)ccc2S1(=O)=O,1,-9,-1,-3,0,0.5,3,1

# (continued)
SMILES,CASP6 VEID inh,PglD DTNB,ERp5 block,RAD52 anneal inh,RAD54 branch,E-selectin induc,ARNT TACC3 PPI,esBAF inh
C[C@H]1CC[C@]2(O[C@H](CCO)C[C@H](O)[C@H]2O)O1,1,3,5,-4,1,-0.1,0,-13
O=C(CSc1cccc2cccnc12)NCc1ccco1,.,0,.,.,-8,.,42,13
COc1cc(C(=O)OCC(=O)Nc2ccc(N3CCOCC3)cc2)ccc1OCC(C)C,-5,.,-3,-8,.,.,2,.
COc1cc(NC(=O)C2Cc3ccccc3CN2S(C)(=O)=O)cc(OC)c1 (centres undefined),-3,-2,1,-17,-2,0.1,-5,1
O=C(Nc1cccc(NC(=O)C2CCCO2)c1)c1ccco1 (centres undefined),-2,.,-1,-5,.,.,-1,.
COCC#Cc1ccc2c(c1)O[C@@H](CN(C)S(=O)(=O)c1ccc(C)cc1)[C@@H](C)CN([C@H](C)CO)S2(=O)=O,0,3,0,-5,-8,?,1,6
C/C=C/c1ccc([C@@H]2[C@@H](CO)N[C@@H]2CN(CC(C)C)C(=O)c2ccccn2)cc1,.,1,0,-29,2,-0.3,5,-6
CCN(CC(=O)NCc1cccs1)S(=O)(=O)c1c(F)cccc1F,1,1,4,-5,-16,.,-36,-3
COC(=O)c1cc(COc2ccc3c(c2)oc(=O)c2ccccc23)c(C)o1,.,-3,.,.,-1,.,-3,7
CCN1CCN(S(=O)(=O)c2ccc(Cl)c(C(=O)NCc3nc4ccccc4[nH]3)c2)CC1,2,-7,-6,-20,0,0.1,-3,-13
O=C(NS(=O)(=O)Nc1ccc(Cl)cc1)c1c[nH]c2ccccc12,-1,0,3,-7,-4,?,3,1
CCCCOC(=O)CNc1nnc(SCC(=O)OCC)[nH]c1=O,.,-4,.,.,1,.,14,-3
Cc1ccccc1N=C1NN=C(c2ccccc2F)CS1,7,2,-7,-16,5,.,-4,11
CCC(=O)Nc1ccc2c(c1)C(=O)N(C)[C@@H]1CC[C@@H](CC(=O)NCc3ccccc3)O[C@@H]1CO2,-3,3,10,-12,1,1.4,-9,-9
O=C(c1cc2c(ccc3ccccc32)oc1=O)N1CCN(CCO)CC1,0,3,-1,-16,12,-0.2,-1,4
CC(Sc1nc2ccccc2c(=O)n1CC1CCCO1)C(=O)NC(C)c1ccccc1 (centres undefined),1,-4,-1,1,-13,.,0,-3
Cc1[nH]nc2c1C1(CCC3(CC1)OCCO3)C(C#N)=C(N)O2,4,.,-2,-1,.,.,.,-1
Cc1ccc(/C=N/NC(=O)c2cc(-c3ccc(C)o3)[nH]n2)cc1,3,1,-3,0,7,.,-1,-7
Cc1ccc(S(=O)(=O)NNC(=O)c2cc([N+](=O)[O-])c(C)c([N+](=O)[O-])c2)cc1,-3,-5,1,-9,-10,.,.,.
COc1ccccc1OCC(=O)OCC(=O)Nc1ncc(Cl)cc1Cl,.,-2,.,.,-5,.,-9,-3
C[C@H]1CN([C@@H](C)CO)S(=O)(=O)c2ccc(C#CC3CC3)cc2O[C@@H]1CN(C)Cc1ccccn1,0,4,3,13,-6,-0.3,-1,8
CCn1c(CN2CCCCCC2=O)nnc1SCc1cnc(-c2ccccc2)s1,.,6,.,.,1,.,-1,13
c1coc(CSc2ncnc3c2oc2ccccc23)c1,1,-5,-5,-31,13,.,-7,56*
CO[C@H]1CN(C)C(=O)c2ccc(NS(=O)(=O)c3ccc(Cl)cc3)cc2OC[C@H](C)NC[C@H]1C,1,2,-9,-2,6,0.3,-4,-4
